FH mod: Identification of activators of human fumarate hydratase by quantitative high-throughput screening; Fumarate hydratase, mitochondrial (Homo sapiens), P07954; FH coupled MDH/diaphorase resazurin fluorescence, 15 min; Potency, µM (titrated, usually from 79.9 µM), without a hit: at the top dose activity change, negative = inhibition, actives largely listed as inhibitors; actives 0.22% (n = 54,000); AID 1347055, 2019; note: potency is the fitted concentration of half-maximal effect; % is set by controls: 0 for no effect and ±100 for the full control effect; the screen sought activators but most active calls are inhibition curves; nearly all actives have a fitted effect of over 45% in size
NTMT1 inhibitor: NTMT1 methyltransferase inhibition; AID 1645870; actives 2.5% (n = 59,000); NTMT1 MTase-Glo SAH luminescence, purified enzyme; Potency, µM (highest dose often 114 µM), without a hit: at the top dose activity change, negative = inhibition, most hits filed as inhibitors;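 note: potency is the fitted concentration of half-maximal effect; plate controls were DMSO vehicle for no effect and no enzyme for full effect; nearly all actives have a fitted effect of over 65% in size; many of its hits are not listed in these tables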
Target sequence (Q9BV86 whole entry, looked up): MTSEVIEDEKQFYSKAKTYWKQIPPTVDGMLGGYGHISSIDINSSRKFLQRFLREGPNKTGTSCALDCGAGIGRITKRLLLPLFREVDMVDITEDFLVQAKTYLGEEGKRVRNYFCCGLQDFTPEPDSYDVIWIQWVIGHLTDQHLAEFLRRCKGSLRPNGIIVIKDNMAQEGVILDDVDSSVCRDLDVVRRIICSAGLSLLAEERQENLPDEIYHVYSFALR
p53null 39C tox: p53 null cell cytotoxicity, nonpermissive temperature; H1299 p53-null (neo) cells, 39C, ATPlite viability, 24 h; Potency, µM (titrated, usually from 46.1 µM), for inactives: at the highest dose activity, negative = cell killing, actives largely listed as cytotoxic; AID 904; actives 0.97% (n = 55,000);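 note: potency is the fitted concentration of half-maximal effect; 0% = DMSO only and -100% = full killing by 100 µM tamoxifen; nearly all actives have a fitted effect of over 50% in size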
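Luminescent ATP signal reported cell survival after H1299 lines (neo, p53 null; or p53 A138V) received up to 46 uM compound and 24 hr incubation at 39C.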
B2AR arrestin ag: beta-arrestin recruitment by human beta2-adrenergic receptor ligands; Potency, µM (top dose mostly 46.1 µM), for the others: at the highest dose activation, most hits filed as activators; 44,000 tested, under 10 active; HTLA Tango cells, beta-arrestin recruitment, luciferase luminescence, 18 h;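 note: potency is the fitted concentration of half-maximal effect; 0% = DMSO and full agonism = EC100 isoproterenol or metaproterenol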
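Tango cells expressing recombinant beta2-AR and beta-arrestin were treated with compounds (up to 46 microM titration) in DMEM with 1% FBS for 18 hr at 37 degrees C. Beta-arrestin recruitment drove tTA-dependent luciferase, read by luminescence; curves were fitted and classed.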
p53null 32C kill: kills p53 null cells at the permissive temperature; actives 0.62% (n = 55,000); H1299-neo p53 null cells, ATP luminescence, 24 h, 32C; Potency, µM (highest dose often 46.1 µM), without a hit: at the top dose activity change, negative = cytotoxicity, most hits filed as cytotoxic;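 note: potency is the fitted concentration of half-maximal effect; 0% = DMSO only and -100% = full killing by 100 µM tamoxifen; nearly all actives have a fitted effect of over 55% in size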
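Cells lacking p53 (H1299-neo) are plated at 600 per well and allowed to settle overnight at 37C. Test compounds (up to 46 uM) are added and held 24 hours at 32C, then ATP is quantified by luminescence.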
GALK inh: inhibitors of human galactokinase (GALK) | P51570 | AID 1347072 | recombinant GALK, Kinase-Glo ATP luminescence, 1 h | Potency, µM (doses to about 57.5 µM), without a hit: at the highest dose activity, negative = inhibition, usual class: inhibitors | 44,000 tested, under 10 active;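 note: plate controls were full GALK reaction for no effect and reaction lacking GALK for full effect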
Target sequence (P51570 whole entry, looked up): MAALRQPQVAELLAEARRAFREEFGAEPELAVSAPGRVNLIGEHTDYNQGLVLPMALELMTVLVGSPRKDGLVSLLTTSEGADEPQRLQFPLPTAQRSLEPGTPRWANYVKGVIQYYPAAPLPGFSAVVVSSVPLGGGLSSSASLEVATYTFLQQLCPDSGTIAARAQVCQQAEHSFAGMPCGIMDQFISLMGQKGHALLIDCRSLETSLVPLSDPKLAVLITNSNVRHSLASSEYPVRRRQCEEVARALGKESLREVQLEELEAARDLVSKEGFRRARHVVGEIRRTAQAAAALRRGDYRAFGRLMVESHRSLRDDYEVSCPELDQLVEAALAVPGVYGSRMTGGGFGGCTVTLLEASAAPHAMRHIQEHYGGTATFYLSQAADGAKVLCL
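Luminescent ATP-depletion readout (Kinase-Glo Plus, 10 min) after 1 h RT reaction of 5 nM GALK, 35 uM ATP, 100 uM galactose, pH 8.0 HEPES buffer. Decreased kinase activity scored as inhibition.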
TSG101-PTAP inh: TSG101-PTAP interaction inhibition, HIV-1 budding; Fluorescence polarization, FITC-PTAP peptide/Tsg101, 20 min; Potency, µM (titrated, usually from 115 µM), inactives show at the top dose activity change, negative = inhibition, hits mostly inhibitors; Q99816; 44,000 tested, under 10 active; note: potency is the fitted concentration of half-maximal effect; 0% is about no effect
Target sequence (Q99816 whole entry, looked up): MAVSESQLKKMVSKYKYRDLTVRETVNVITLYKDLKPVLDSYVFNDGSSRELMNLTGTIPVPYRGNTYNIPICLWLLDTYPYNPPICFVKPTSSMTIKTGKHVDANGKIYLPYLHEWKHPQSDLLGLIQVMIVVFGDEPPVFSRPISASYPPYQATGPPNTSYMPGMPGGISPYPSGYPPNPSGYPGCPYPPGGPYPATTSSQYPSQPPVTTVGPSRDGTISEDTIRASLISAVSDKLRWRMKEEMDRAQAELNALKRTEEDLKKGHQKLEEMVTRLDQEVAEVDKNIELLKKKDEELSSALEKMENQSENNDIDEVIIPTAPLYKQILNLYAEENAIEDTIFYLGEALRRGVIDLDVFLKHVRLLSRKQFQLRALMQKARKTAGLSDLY
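Compounds pinned into 10 uM Tsg101 binding domain, then 50 nM FITC-PTAP peptide added in pH 7.5 HEPES buffer; FP read after 20 min, room temperature. Total S+P intensity flags fluorescent compounds; active cut-off <25 µM, efficacy <60%.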
Active calls of the source: *; ? = inconclusive; / = not tested or not shown; [ ] = another dose, or the depositor's remark. Calls come from the whole dose curve; as a rule, active = well fitted curve in the direction sought with a large enough effect; inconclusive = small, poorly fitted or top-dose-only effect, or another doubt; inactive = no such curve, though single readings can be large; an effect the other way counts as inactive or inconclusive.

Screens in order – NTMT1 inhibitor, GALK inh, p53null 39C tox, B2AR arrestin ag, p53null 32C kill, FH mod, TSG101-PTAP inh
COc1cc2c(cc1OC)n(CC(=O)Nc1ccc(C)cc1C)c(=O)n1nc(-c3ccccc3)nc21
    -20%, 7%, -7%, 0%, 19%, -11%, 0%
CCN(CC)CCNC(=O)c1ccc(Cn2c(SCc3ccccc3)nc3cccnc32)cc1
    ?, 2%, ?, -1%, ?, 2%, -1%
Cc1ccc(Cl)cc1NC(=O)Cn1nnc2sc3c(c2c1=O)CCC(C(C)(C)C)C3 (centres undefined)
    22%, 0%, -15%, -1%, -4%, -17%, -8%
O=C(Cn1nc(Cc2ccncc2)c2ccccc2c1=O)Nc1cccc(C(F)(F)F)c1
    9%, -1%, -5%, 7%, -1%, -16%, -9%
CCOC(=O)c1c(S(=O)(=O)N2CCCC(C(=O)N3CCN(c4ccccc4)CC3)C2)c(C)n(C)c1C (centres undefined)
    10%, 2%, 14%, -3%, -8%, 0%, 0%
COc1ccc(-c2cnc(C)o2)cc1S(=O)(=O)Nc1ccc(C)c(F)c1
    -8%, 0%, ?, -1%, 8%, 17%, -8%
CCc1cccc(NC(=O)c2ccc3c(=O)n4nc(Nc5ccccc5OC)sc4nc3c2)c1
    -10%, -1%, ?, 0%, -5%, 2%, -1%
COc1ccc(C2c3cc(OC)c(OC)cc3CC(=O)N2c2ccc(C)c(F)c2)cc1 (centres undefined)
    /, 6%, 12%, 1%, 21%, /, -5%
Oc1c(C(c2ccc(Cl)cc2)N2CCCC2)sc2nc(-c3ccco3)nn12 (centres undefined)
    -10%, -6%, 10%, -3%, 3%, -18%, 0%
Cc1ccc(O)c(NC(=O)C2=CC(c3ccco3)=NS(=O)(=O)N2C)c1
    -1%, 3%, 4%, -3%, 1%, 0%, -6%

Already shown: entries from further up.
Screens in order – NTMT1 inhibitor, GALK inh, p53null 39C tox, B2AR arrestin ag, p53null 32C kill, FH mod, TSG101-PTAP inh
COc1cc2c(cc1OC)n(CC(=O)Nc1ccc(C)cc1C)c(=O)n1nc(-c3ccccc3)nc21
    -20%, 7%, -7%, 0%, 19%, -11%, 0%
CCN(CC)CCNC(=O)c1ccc(Cn2c(SCc3ccccc3)nc3cccnc32)cc1
    ?, 2%, ?, -1%, ?, 2%, -1%
Cc1ccc(Cl)cc1NC(=O)Cn1nnc2sc3c(c2c1=O)CCC(C(C)(C)C)C3 (centres undefined)
    22%, 0%, -15%, -1%, -4%, -17%, -8%
O=C(Cn1nc(Cc2ccncc2)c2ccccc2c1=O)Nc1cccc(C(F)(F)F)c1
    9%, -1%, -5%, 7%, -1%, -16%, -9%
CCOC(=O)c1c(S(=O)(=O)N2CCCC(C(=O)N3CCN(c4ccccc4)CC3)C2)c(C)n(C)c1C (centres undefined)
    10%, 2%, 14%, -3%, -8%, 0%, 0%

Going on with the list:
Screens in order – NTMT1 inhibitor, GALK inh, p53null 39C tox, B2AR arrestin ag, p53null 32C kill, FH mod, TSG101-PTAP inh
COc1cc(NC(=O)CN(C)S(=O)(=O)c2ccc3[nH]c4c(c3c2)CCCC4)cc(OC)c1OC
    -10%, 1%, -14%, 0%, 2%, -21%, -2%
COC(=O)C1=C(C)NC(=O)C1(NC(=O)c1ccccc1C)C(F)(F)F (centres undefined)
    -3%, 5%, -14%, 0%, -4%, -10%, 2%
Cc1cccc(C(=O)NNc2ncnc3c2cnn3-c2ccc(C)cc2C)c1
    ?, 0%, 7%, 5%, -2%, -10%, -3%
Cc1cc(NC(=O)CCS(=O)(=O)c2cc(Br)cc3c2N(C(=O)C2CC2)CC3)ccc1Br
    15%, 1%, -8%, 1%, -3%, -5%, 2%
Cc1ccccc1CSc1cn(CCNC(=O)c2cccs2)c2ccccc12
    -6%, -2%, /, -2%, /, -19%, -1%
Cc1ccc(N2C(=O)CCSC23C(=O)N(Cc2ccccc2)c2ccccc23)cc1F (centres undefined)
    12%, -5%, -7%, -1%, 21%, -22%, -2%
CC(C)(C)c1ccc(Cn2c(Cc3ccccc3)nc3ccccc32)cc1
    -1%, 2%, ?, -2%, 4%, ?, -2%
CCOc1ccc(-n2c(=O)c3c4c(sc3n(CC(=O)NC(C)CC)c2=O)CCC4)cc1 (centres undefined)
    7%, 7%, 11%, -1%, 3%, -13%, 3%
O=C(CSc1ncc(S(=O)(=O)c2ccc(Br)cc2)c(=O)[nH]1)NCc1ccc(Cl)cc1
    -15%, 4%, -8%, -1%, 1%, -26%, -16%
Cc1ccc(S(=O)(=O)N2CCCc3cc(NC(=O)c4ccc(C(F)(F)F)cc4)ccc32)cc1
    9%, -2%, 13%, 0%, 13%, -10%, -1%
CCc1cccc(NC(=O)c2c(C)oc3nc(C)nc(N4CCCC4)c23)c1
    -2%, 1%, -2%, 0%, 0%, -1%, -7%
COc1ccc(C(=O)c2cn(Cc3ccccc3)c3ccccc3c2=O)cc1OC
    -1%, 10%, -23%, -1%, -3%, -1%, 0%
CCc1ccc(CNC(=O)c2ccc3c(c2)N=C(C)c2cc(C)ccc2S3)cc1
    14%, 3%, 11%, 0%, 28%, -27%, 4%
CCc1cccc(NS(=O)(=O)c2ccc3c(c2)CC(C)N3C(=O)C2CC2)c1 (centres undefined)
    23%, 2%, -3%, -1%, 42%[activator], ?, -8%
Cc1ccc(CS(=O)(=O)c2ncc(Cl)c(C(=O)Nc3nc4ccc(F)cc4s3)n2)cc1
    -2%, 7%, ?, -2%, -1%, -1%, 0%
CCCCc1ccc(C(=O)Nc2ccc3nc(N(CC)CC)cc(C)c3c2)cc1
    14%, 7%, -1%, 0%, -10%, -34%, 13%
COc1ccc(S(=O)(=O)NCCS(=O)(=O)N2CCN(c3ccccc3)CC2)cc1OC
    0%, 4%, -12%, 0%, 3%, -14%, 0%
Cc1ccc(OCCCn2c(C3CC(=O)N(c4cccc(Cl)c4)C3)nc3ccccc32)c(C)c1 (centres undefined)
    17%, -12%, -13%, -3%, 9%, -23%, 1%
COc1ccc(CCNC(=O)c2ccc3c(c2)CCN3S(=O)(=O)c2ccccc2)cc1
    4%, 4%, -18%, -2%, 7%, -31%, 1%
Cc1ccccc1CNC(=O)CN1C(=O)CSc2ccc(S(=O)(=O)N(C)C)cc21
    -28%, 0%, -14%, 0%, -4%, 2%, -6%
Cc1ccc(Cl)cc1NC(=O)CCC(=O)N1CC(C)Sc2ccccc21 (centres undefined)
    0%, 3%, -4%, 0%, 3%, -15%, 2%
COc1ccc(-c2cc3ccc(O)c(CN4CCCC(C)C4)c3oc2=O)cc1 (centres undefined)
    -4%, -3%, -7%, 0%, -14%, -22%, -2%
COc1cc(NC(=O)CSc2nc3ncccc3o2)cc(OC)c1
    ?, 4%, -14%, 0%, -5%, 7%, 1%
Cc1cccc(-n2c3nc(=O)n(C)c(=O)c-3cc3c(Cl)cccc32)c1C
    ?, 1%, -7%, 1%, -7%, 8%, -3%
COc1cccc(C(=O)c2sc(Nc3ccc(C)cc3C)c(S(=O)(=O)c3ccccc3)c2N)c1
    7%, 7%, -7%, -4%, 4%, ?, -4%
CC(C)(C)C(=O)N1CCN(c2nc3c(F)cccc3s2)CC1
    3%, 0%, 0%, -4%, ?, -10%, -1%
COc1ccccc1CNC(=O)Cn1ncc2c(C)n(Cc3ccccc3Cl)c(C)c2c1=O
    ?, 6%, 4%, 0%, 18%, 10%, 2%
CCc1ccc(N(CC)C(=O)Cn2c(=O)oc3ccccc32)cc1
    3%, 5%, -14%, 0%, 8%, -3%, -3%
CCOc1ccc(NC(=O)Cn2c(=O)n(Cc3ccc(C(=O)NCc4ccc5c(c4)OCO5)cc3)c(=O)c3ccccc32)cc1
    5%, 5%, -5%, 1%, 11%, -10%, -1%
COC(=O)c1ccccc1NC(=O)CN1C(=O)COc2ccccc21
    3%, 3%, -18%, 0%, 3%, 1%, -5%
Cc1cccc(NC(=O)CN2C(=O)c3cccc4cccc2c34)c1C
    5%, 4%, -21%, 1%, -5%, 6%, 0%
Cc1cc(C)cc(NC(=O)Cc2noc3ccccc23)c1
    5%, 3%, 37%[activator], 0%, ?, -4%, -1%
COc1ccc(NC(=O)CN2CCN(Cc3ccccc3Cl)S2(=O)=O)cc1Cl
    ?, -7%, 21%, -2%, -16%, -18%, 2%
COc1cc2c(=O)c(S(=O)(=O)c3ccccc3)cn(CC(=O)Nc3ccccc3C)c2cc1OC
    ?, 1%, 1%, 0%, ?, -13%, -1%
CCc1ccc(CNC(=O)C2CCCN(c3nnc(C)c4c(C)n(-c5ccccc5)nc34)C2)cc1 (centres undefined)
    ?, -2%, 16µM*, 0%, -24%, -27%, 7%
CC1CCc2c(sc3nnn(Cc4ccccc4)c(=O)c23)C1 (centres undefined)
    -1%, 5%, -12%, 0%, 4%, -10%, 11%
COc1ccc(Cn2c(SCc3ccc(C(=O)NCc4ccc(C)cc4)cc3)nc3cccnc32)cc1
    12%, 0%, ?, -1%, -15%, 0%, 0%
COCCn1c(CNC(=O)c2cc(OC)c(OC)c(OC)c2)nc2cccnc21
    18%, 5%, 13%, 1%, -5%, -12%, 0%
COCCCNC(=O)Cn1c(=O)n(-c2cccc(C)c2)c(=O)c2c1c1cc(C)ccc1n2C
    -12%, 3%, 7%, 1%, -5%, -5%, 3%
COc1ccc(CNC(=O)c2cc3c(=O)n(Cc4cccs4)ccc3nc2C)cc1
    3%, 1%, -19%, -1%, 4%, 1%, 1%
Cc1n[nH]c(C)c1S(=O)(=O)N(CC(=O)NCc1ccccc1Cl)c1ccc(C(C)C)cc1
    5%, -3%, 12%, 1%, 22%, ?, -4%
Cc1cc2c(cc1S(=O)(=O)C(C)CC(=O)NC1CCC(C)CC1)OCC(=O)N2 (centres undefined)
    -4%, 1%, -2%, 0%, -15%, 2%, 1%

Screening data (PubChem)

The list is partial. The share of hits here may be higher or lower than overall.
